Screening results (PubChem)
FBPA coupling cs: qHTS Assay for Inhibitors of Fructose-1,6-bisphosphate Aldolase from Giardia Lamblia: Coupling assay counterscreen; coupling enzyme system counterscreen, AmpLite Red fluorescence; activity change, negative = inhibition, % at 58.2 µM, hits read low; actives 0.67% (n = 290,000); AID 2472, 2010; in the data active means activity change below about -30%
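First, compound is pin-transferred into glyceraldehyde-3-phosphate coupling-enzyme reagent at 57.5 uM final and held 10 min at RT. Next, substrate, coupling system and AmpLite Red are added. After 20 min RT, fluorescence (525/598 nm) is read.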
B2AR arrestin: qHTS assay of beta-arrestin-biased ligands of beta2-adrenergic receptor; beta-arrestin recruitment to beta2AR, cell-based reporter; actives 0.02% (n = 330,000); Potency, µM (doses to about 46.1 µM), inactives show top-dose activation, usual class: activators;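 further: potency means the concentration at half of the fitted maximal effect; 0% = DMSO controls and full agonism = EC100 isoproterenol or metaproterenol; nearly all actives have a fitted effect of over 65% in size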
KCNH2 WT inh: qHTS for Inhibitors of KCHN2 3.1: Wildtype qHTS; Voltage-gated inwardly rectifying potassium channel KCNH2 (Homo sapiens), Q12809; U2OS, BacMam KCNH2, thallium flux FluxOr; hits give low values; activity change, % at 1.84 µM; actives 0.37% (n = 340,000);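 active means maximum activity change below -70%; inconclusive means maximum activity change between -70% and -50%; inactive means maximum activity change above -50%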
Target sequence (Q12809 whole entry, looked up): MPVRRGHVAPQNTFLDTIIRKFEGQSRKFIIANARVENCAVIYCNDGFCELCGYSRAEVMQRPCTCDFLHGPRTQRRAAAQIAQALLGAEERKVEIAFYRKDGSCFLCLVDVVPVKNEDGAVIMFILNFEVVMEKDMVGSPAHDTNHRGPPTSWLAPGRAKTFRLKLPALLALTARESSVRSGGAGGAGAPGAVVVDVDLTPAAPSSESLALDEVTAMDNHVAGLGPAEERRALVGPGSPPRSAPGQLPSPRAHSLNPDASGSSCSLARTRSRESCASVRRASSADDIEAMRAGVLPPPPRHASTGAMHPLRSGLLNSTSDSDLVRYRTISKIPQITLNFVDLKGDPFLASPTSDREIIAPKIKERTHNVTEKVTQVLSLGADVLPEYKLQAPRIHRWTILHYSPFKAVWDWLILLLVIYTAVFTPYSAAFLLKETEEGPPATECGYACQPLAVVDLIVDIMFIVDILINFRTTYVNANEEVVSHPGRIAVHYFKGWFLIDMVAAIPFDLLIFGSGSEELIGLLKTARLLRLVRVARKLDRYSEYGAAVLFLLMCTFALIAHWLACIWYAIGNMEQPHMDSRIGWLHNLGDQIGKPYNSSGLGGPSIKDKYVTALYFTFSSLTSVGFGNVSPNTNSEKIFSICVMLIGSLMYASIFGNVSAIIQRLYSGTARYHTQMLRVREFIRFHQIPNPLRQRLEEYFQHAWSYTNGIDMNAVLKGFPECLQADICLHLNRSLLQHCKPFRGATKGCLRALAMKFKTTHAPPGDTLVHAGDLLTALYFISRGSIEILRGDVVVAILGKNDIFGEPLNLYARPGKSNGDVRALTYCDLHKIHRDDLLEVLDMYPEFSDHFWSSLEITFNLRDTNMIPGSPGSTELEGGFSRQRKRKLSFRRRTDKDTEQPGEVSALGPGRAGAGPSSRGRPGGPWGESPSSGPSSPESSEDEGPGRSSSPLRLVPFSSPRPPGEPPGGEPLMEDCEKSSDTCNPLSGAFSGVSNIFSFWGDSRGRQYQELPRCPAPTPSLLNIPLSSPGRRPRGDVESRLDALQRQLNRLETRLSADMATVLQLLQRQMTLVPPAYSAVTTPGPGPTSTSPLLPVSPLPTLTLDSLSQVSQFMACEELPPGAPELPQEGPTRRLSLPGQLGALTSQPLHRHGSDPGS
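U2OS cells transduced with wild-type KCNH2 virus are loaded with FluxOr dye for 45 min, and thallium flux is measured in kinetic reads before and after stimulation buffer. Rate constants are normalized to DMSO controls.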
GALK inh: qHTS Assay for Inhibitors of Human Galactokinase (GALK). Potency, µM (titrated, usually from 57.5 µM), without a hit: at the top dose activity change, negative = inhibition, hits mostly inhibitors. Purified GALK, Kinase-Glo residual ATP luminescence. actives 0.007% (n = 270,000); further: potency means the concentration at half of the fitted maximal effect
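Galactose (100 uM) and ATP (35 uM) were turned over by 5 nM GALK for 1 h at RT. Kinase-Glo Plus then converted the remaining ATP into a luminescent signal.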
Chronic BCR inh: qHTS Assay to Find Inhibitors of Chronic Active B-Cell Receptor Signaling. ABC-DLBCL IkBa-CBG/CBR reporter, luminescence ratio, 4 h. Potency, µM (titrated, usually from 46.1 µM), without a hit: top-dose ratio change, negative = lower green/red ratio, usual class: inhibitors. actives 0.05% (n = 340,000). AID 493014, 2011; active means well fitted inhibition curve with a large enough effect in the signal ratio, with a control signal flat, not every such curve was filed as active; inconclusive means small, poorly fitted or top-dose-only effect, or effect the other way, or a change in a side signal; the % refers to the signal ratio;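 further: potency means the concentration at half of the fitted maximal effect; plate controls were basal doxycycline-induced cells for no effect and cells given 10 µM MG132 for full effect; MG132 reads +100%, hits lower the ratio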
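TMD8 ABC-DLBCL cells carrying doxycycline-inducible green luciferase fused to IkappaBalpha plus unfused red luciferase were exposed to compounds (up to 46 uM) for 4 hrs at 37C. Activity came from the overlap-corrected green/red luminescence ratio.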
USP2a inh: qHTS Assay for Inhibitors of Ubiquitin-specific Protease USP2a Using CHOP2 as the Reporter; Potency, µM (highest dose often 38.3 µM), without a hit: at the highest dose activity change, negative = inhibition, usual class: inhibitors; USP2 core, Ub-CHOP2 coupled fluorogenic reporter, 485/531; AID 463254, 2010; actives 0.01% (n = 330,000); Ubiquitin carboxyl-terminal hydrolase 2 (Homo sapiens), O75604;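 further: potency means the concentration at half of the fitted maximal effect; plate controls were DMSO wells for no effect and full inhibition by NEM control for full effect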
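USP2 core (10nM final) preincubated 30min RT with compound in 20mM Tris-HCl pH 8.0, 2mM CaCl2, 2mM beta-mercaptoethanol, 0.05% CHAPS; 25nM Ub-CHOP2 plus 25nM reporter substrate added, fluorescence (Ex485/Em531) read after 60min.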
KCNH2 3.1 block: qHTS for Inhibitors of KCHN2 3.1: Mutant qHTS; activity change, % (tested at about 1.8 µM); U2OS KCNH2 3.1, thallium flux FluxOr; hits give low values; actives 0.95% (n = 340,000);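 active means maximum activity change below -70%; inconclusive means maximum activity change from -70% to -50%; inactive means maximum activity change above -50%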;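 further: thallium influx rate constant from kinetic fluorescence after stimulation buffer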
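Kinetic fluorescence (2 min after stimulation buffer) measures Tl+ influx through KCNH2 3.1 expressed by viral transduction in U2OS cells; the rate constant is normalized against DMSO controls serving as positive and negative references.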
Giardia killer: Small Molecules that selectively kill Giardia lamblia: qHTS. Giardia lamblia trophozoite viability. activity change, % at 7.66 µM, hits read low. actives 0.15% (n = 340,000). AID 540267, 2011; in the data active means activity change below about -80%; inconclusive means between about -30% and that limit;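 further: parasites exposed to compound for two days anaerobically before the ATP read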
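Anaerobic 48 hrs incubation at 37 deg C of 100 trophozoites/well with test compounds; ATPLite 1-Step luminescence, 15-30 min RT, reports cellular ATP as viability.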
uPA surface inh: qHTS for Inhibitors of Cell Surface uPA Generation. cell surface uPA generation assay, qHTS. Potency, µM (highest dose often 38.3 µM), inactives show top-dose activity change, negative = inhibition, hits mostly inhibitors. actives 0.31% (n = 330,000). AID 540303, 2011; active means well fitted inhibition curve with a large enough effect; inconclusive means small, poorly fitted or top-dose-only effect; inactive means no such curve, though single readings can be large or run the other way; tested in mouse RAW 264.7 cells; further: potency means the concentration at half of the fitted maximal effect; nearly all actives have a fitted effect of over 55% in size
PKM2 act: qHTS Assay for Activators of Human Muscle isoform 2 Pyruvate Kinase; actives 0.34% (n = 260,000); AID 1631, 2009; purified PKM2, Kinase-Glo ATP luminescence, activation; response scale: 0% is enzyme alone, no compound; Potency, µM (top dose mostly 57.5 µM), for the others: at the top dose activation, hits mostly activators; Pyruvate kinase PKM (Homo sapiens), P14618; further: potency means the concentration at half of the fitted maximal effect; nearly all actives have a fitted effect of over 55% in size
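Purified hPK-M2 (>95%) run at intermediate activity with 0.1 mM ADP and 0.5 mM PEP in 50 mM imidazole pH 7.2, KCl, MgCl2; 1 h room temperature. ATP formed read by Kinase-Glo luminescence; normalized to uninhibited and no-enzyme controls.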
Eya2 phos inh: qHTS Assay for Inhibitors of the Phosphatase Activity of Eya2; Protein phosphatase EYA2 (Homo sapiens), O00167; recombinant Eya2, OMFP fluorescence dephosphorylation (OMFP is methylfluorescein phosphate); Potency, µM (highest dose often 76.9 µM), inactives show at the top dose activity, negative = inhibition, hits mostly inhibitors; actives 0.006% (n = 330,000); further: potency means the concentration at half of the fitted maximal effect
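Eya2 (0.2 uM) preincubated 10 min at ambient with compound, then OMFP substrate added at 50 uM; 10 min reaction in 50 mM HEPES pH 7.5, 50 mM NaCl, 5 uM MgCl2, 0.05% BSA, 1 mM DTT. Fluorescence read at Ex 485/Em 525 nm.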
An asterisk follows results filed as active; ? = inconclusive; . = no result given; & = joins results of further samples; [ ] = another dose, or the depositor's remark. Unless noted, the call rests on the fitted dose curve; in most records, active means well fitted curve in the direction sought with a large enough effect; inconclusive means small, poorly fitted or top-dose-only effect, or another doubt; inactive means no such curve, though single readings can be large; an effect the other way counts as inactive or inconclusive. Unless noted, on the % scale 0 is the no-effect control and ±100 the full control effect.

SMILES | FBPA coupling cs | B2AR arrestin | KCNH2 WT inh | GALK inh | Chronic BCR inh | USP2a inh | KCNH2 3.1 block | Giardia killer | uPA surface inh | PKM2 act | Eya2 phos inh
Cc1ccc(C2C(C#N)=C(N)Oc3nc(-c4ccccc4)[nH]c32)o1 (stereo not given) | -9.9 | 0.5% | 8.7 | -1.2% | 3.7% | 5.3% | 0.1 | -2.1 | -6.5% | -1.3% | 3.8%
O=C(NCC1CCCO1)C(c1cccnc1)N(C(=O)Cc1cccs1)c1ccccc1 (stereo not given) | 0.9 | 0.0% | -9.5 | 1.9% | 0.3% | 2.3% | -23.8 | 1.7 | -0.7% | -7.8% | -6.7%
Cc1ccc(S(=O)(=O)c2c(C)nn(C(C)(C)C)c2OC(=O)C(C)(C)C)cc1 | -0.9 | -0.6% | 3.0 | 2.3% | 4.3% | 0.0% | -32.4 | -23.3 | -9.6% | 0.4% | -9.2%
Cc1cc(C)nc(N2CCC(C(=O)NC3CCCc4ccccc43)CC2)n1 (stereo not given) | 0.8 | 0.2% | 5.6 | 0.9% | -0.3% | 0.4% | 14.4 | 0.6 | . | 0.0% | -2.4%[15.4 µM]
O=C(O)c1ccccc1-c1nc2ccccc2n1-c1ccccc1 | 3.7 | -1.0% | -16.0 | -0.3% | -3.6% | 1.8% | 6.9 | 12.6 | -0.9% | 3.7% | 2.6%
Cn1c(=O)c2c(nc(Br)n2C/C=N/NC(N)=S)n(C)c1=O | -0.4 | 10.0% | 2.0 | . | ? | -0.1% | 16.2 | 5.9 | -5.3% | ? | -10.1%
COc1ccc(S(=O)(=O)N2CCCOC2CNC(=O)C(=O)NCCCN2CCOCC2)cc1 (stereo not given) | 2.2 | -0.8% | -5.2 | 4.9% | 5.4% | -0.5% | -9.3 | -3.5 | 1.2% | 2.7% | -0.8%
O=C(CNC(=O)Cc1ccccc1)NCC(=O)OCc1ccc(C(=O)c2ccccc2)cc1 | 5.4 | 0.2% | -6.6 | -0.5% | ? | -2.3% | 7.6 | 13.5 | . | -8.8% | -19.6%
NC(=O)c1ccc(NC(=O)COC(=O)CNC(=O)c2sc3ccccc3c2Cl)cc1 | . | -2.8% | -0.2 | . | 0.1% | 0.4% | -10.1 | 11.4 | -3.4% | . | 15.6%
O=C(Oc1ccc(Br)cc1C(=S)N1CCCC1)c1ccccc1F | 0.0 | 5.0% | -2.1 | 1.4% | 0.5% | -0.5% | -4.4 | 2.5 | 9.3% | -7.2% | 9.9%
CCc1cccc(NC(=O)CCCn2c(=O)[nH]c3ccsc3c2=O)c1 | 1.3 | 0.2% | 1.0 | -2.3% | -13.9% | -0.4% | 10.8 | -7.7 | -1.2% | -0.4% | -0.4%
O=C(O)CC(NNC(=O)c1ccccc1)C(=O)Nc1cccc([N+](=O)[O-])c1 (stereo not given) | -1.5 | 0.0% | 1.1 | . | ? | 1.5% | 6.1 | 10.8 | 3.7% | -2.3% | -13.4%
CCOC(=O)N1CCN(C(=O)CS(=O)(=O)c2cn(Cc3ccccc3C)c3ccccc23)CC1 | -0.8 | 4.5% | 6.5 | -2.6% | 1.7% | 2.3% | 11.7 | -11.0 | -0.3% | -6.6% | -16.6%
COC(=O)c1ccc(NC(=O)c2cccc(N3C(=O)C4C5C=CC(C6CC56)C4C3=O)c2)cc1 (stereo not given) | . | 0.0% | 3.9 | -3.9% | ? | -1.3% | . | -11.9 | 2.9% | 7.0% | 2.9%
COc1ccc(S(=O)(=O)/N=C2/NC(=O)/C(=C\c3cc(OC)c(OC)cc3[N+](=O)[O-])S2)cc1 | 8.1 | -0.1% | 3.2 | 0.8% | ? | 1.1% | -5.5 | 5.6 | 1.4% | -5.1% | -0.6%
Cn1c(=O)n(Cc2ccccc2Cl)c2ccccc21 | 0.1 | 0.4% | -1.8 | -1.0% | ? | -2.8% | -5.1 | 2.5 | -0.4% | 2.0% | -2.9%
Cc1ccccc1-c1nc(CS(=O)(=O)CC(=O)N2CCCCC2)c(C)o1 | 11.3 | 0.0% | 4.9 | -0.8% | 8.6% | -0.4% | 31.7 | -23.6 | 0.2% | -1.4% | 1.9%
COC(=O)CNC(=O)CNC(=O)Nc1ccccc1Cl | 3.1 | -0.1% | -12.2 | 0.1% | 14.7% | 0.2% | -76.7* | 14.4 | . | -4.7% | -8.3%
CCOC(=O)CC1=C(C(=O)OCC)C(c2cc(OC)c(OC)cc2OC)C(C#N)=C(N)O1 (stereo not given) | -5.8 | 0.0% | -14.0 | -1.0% | -7.9% | 2.8% | 2.2 | -13.5 | 3.3% | 0.0% | -2.4%
O=C(O)CCc1ccc(-c2ccccc2)n1CC(=O)Nc1cccc(C(F)(F)F)c1 | 6.8 | -0.1% | -0.9 | -0.3% | 12.3% | 0.5% | 4.3 | -21.7 | 15.3% | 2.4% | -4.4%
N#Cc1ccc(-c2cn(-c3ccccc3)c3[n+]2CCCS3)cc1 | 6.8 | 0.2% | -0.5 | 0.5% | -3.9% | 1.7% | -2.2 | 18.0 | 0.3% | 3.8% | 2.5%
NC(=O)C1CCCN(C(=O)c2ccc(S(=O)(=O)N3CCCCCC3)cc2)C1 (stereo not given) | . | -0.8% | -6.3 | . | 9.3% | -0.1% | -1.6 | -20.4 | -4.8% | . | -12.3%
CC(C)NC(=O)COC(=O)c1cc(=O)[nH]c2ccccc12 | -2.7 | -1.6% | -4.7 | . | 1.9% | 1.4% | 1.9 | 7.0 | . | -4.4% | 1.3%
N/C(CCCN1CCCCC1)=N/O | 1.0 | 0.0% | -0.3 | -2.0% | -1.0% | 0.4% | -5.7 | 10.4 | -0.2% | -7.5% | -2.7%
CNC(=O)CSc1nnc(-c2ccco2)n1-c1cc(C)ccc1C | 2.8 | 0.4% | -139.9* | -10.7% | -8.6% | -1.1% | -0.3 | 11.4 | 0.7% | -0.8%[11.5 µM] | -5.1%
Cc1nc2ccc(C(=O)N/N=C/c3ccc(O)cc3)cc2[nH]1 | -0.1 | 0.2% | -2.3 | -1.5% | ? | -1.4% | -1.4 | 13.4 | 4.4% | -4.1% | -18.6%
CCN(CC)C(=O)CSc1nc2ccc(NC(=O)CSc3nnc(N)s3)cc2s1 | -1.8 | 4.1% | 11.7 | -4.1% | 4.2% | -0.2% | 10.7 | 6.2 | -2.4% | -1.0% | 3.4%
CNS(=O)(=O)c1cccc(C(=O)OCC(=O)N2CCc3ccccc3C2)c1 | -1.4 | 0.4% | -7.9 | 0.4% | -15.6% | 3.3% | -0.7 | 28.5 | -1.1% | -4.1% | -7.1%
CCn1ncc(/C=C2/SC(=S)NC2=O)c1C | -0.1 | -0.6% | -4.8 | . | ? | 0.3% | . | -12.1 | 1.2% | -22.5% | 12.0%
Cc1ccc(OC(=O)c2sc3ncn(C)c(=O)c3c2C)cc1 | -1.0 | 0.0% | -7.1 | -0.9% | 8.6% | 1.5% | 3.4 | 12.4 | 3.8% | -1.0% | 0.3%
Nc1c(C(=O)N/N=C/c2ccc(OCc3ccccc3)cc2)cnn1-c1ccccc1 | 5.7 | -0.5% | -5.0 | 3.9% | 3.7% | 0.3% | 2.9 | 6.6 | -24.9% | 0.1% | -3.3%
CC(OC(=O)C1CCCC1)C(=O)Nc1ncc(Cl)cc1Cl (stereo not given) | . | 0.4% | -4.7 | . | 1.5% | 0.0% | 2.5 | -4.3 | 9.4% | . | 9.5%
Nc1cc(C(Cl)=C(Cl)Cl)c(S(N)(=O)=O)cc1S(N)(=O)=O | -2.3&1.2 | -0.1% | -12.3 | . | -1.0% | 1.4% | -2.4 | 6.7 | 8.8% | . | 3.6%
CCOc1ccc(S(=O)(=O)N2CCOCC2)cc1NC(=O)CN1C(=O)NC(CC)(c2ccccc2)C1=O (stereo not given) | . | -0.3% | 22.4 | 2.9% | 4.6% | 1.2% | -1.6 | 0.2 | -10.0% | -6.6% | -11.1%
